From PubChem BioAssay
XiGFP reactiv: activators of inactive X chromosome reactivation, primary screen, imaging, XiGFP fibroblasts, GFP high-content imaging, set 2. XiGFP mouse fibroblasts, % GFP-positive cells imaging, 3 d; cells co-treated with 5-aza-dC sensitizer; scaled so ellipticine positive control = 100%. activation, % at 7.58 µM. hit rate 0.055% among 360,000. AID 743238, 2013;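 active = mean normalized replicate activation at least 10% and every replicate at or above 10%; inconclusive = only one of the two criteria met; inactive = mean below 10% and not all replicates reach 10%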;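 also: 0% = median of on-plate neutral control wells and 100% = ellipticine 6 µM median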
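Material: XiGFP fibroblasts, SV40-immortalized. Buffer or medium: DMEM plus 5-aza-dC sensitizer. Compound: single concentration per compound, delivered by pin transfer. Times: 3 days compound exposure. Controls: ellipticine 6 µM.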
RAD52 inh: RAD52 DNA annealing inhibitors, primary screen, biochemical, FRET, single point, set 2; DNA repair protein RAD52 homolog (Homo sapiens), P43351; recombinant RAD52 DNA annealing, FRET fluorescence; inhibition, % at 18.7 µM; hit rate 0.46% among 360,000; AID 651710, 2012;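 active = every replicate showing at least 50% inhibition; inconclusive = mean inhibition at least 50% but not in every replicate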
RAD54 inh: inhibitors of human RAD54 branch migration, primary screen, biochemical, fluorescence, single point; hit rate 0.14% among 360,000; inhibition, % at 10.4 µM; RAD54 Holliday junction branch migration, FAM/BHQ fluorescence;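 active = mean normalized replicate activity at least 40 and at least half of replicates scoring 40 or more; inconclusive = only one of the two criteria met; inactive = mean below 40 and under half of replicates reaching 40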;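 also: 0% = median of neutral control wells and 100% = median of positive control wells; inhibitors cause a drop in the FAM fluorescence signal; in these data hits start at about 50%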
EWS-Fli inh: EWS/Fli-driven NR0B1 reporter inhibitors, primary screen, A673 cells, NR0B1 luciferase, luminescence, MLPCN library. viability-normalised. inhibition, % at 12.6 µM. hit rate 0.67% among 350,000;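 active = mean inhibition of at least 50% after viability correction, with every replicate also passing that limit; inconclusive = mean reaches 50% but only one of two replicates passes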;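 also: firefly luciferase signal divided by Alamar Blue viability fluorescence both relative to DMSO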
esBAF inh: Bmi1 luciferase reporter increase in mESCs, primary screen, esBAF inhibitor project, mouse ES cells, Bmi1 luciferase knock-in, single point. hit rate 2% among 350,000. AID 602393, 2012. 24 h; 100% = twice the neutral-well signal. reporter increase, % at 12.5 µM; in the data active = activation above about 40%; inconclusive = no clear call, values can overlap the other calls;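 also: 0% = median of the plate's neutral control wells and 100% = double that signal; a rise in the Bmi1 reporter signal indicates esBAF inhibition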
FN deposit inh: inhibitors of fibronectin matrix deposition, primary screen, AH1F cells, Alexa488-fibronectin fluorescence, plate reader; inhibition, % at 12.6 µM; hit rate 0.086% among 350,000; AH1F fibroblasts, overnight;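 active = mean inhibition across replicates of 30% or more, regardless of how many single replicates reach that level; inconclusive = mean under 30% yet at least half of replicates reach 30%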;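 also: positive control wells lacked labelled fibronectin entirely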
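Material: AH1F fibroblast monolayer depositing Alexa488-labelled fibronectin into matrix | Input: 10000 AH1F cells/well | Medium: DMEM plus 2% serum, read in PBS | Reagent: Alexa488-fibronectin, 24 nM final in well | Compound dosing: One dose per compound, pinned | Schedule: 1 h adhesion, overnight exposure | Measured by: Fluorescence at 485 nm excitation, 525 nm emission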
E-sel inducer: E-selectin induction in HUVECs, primary screen, imaging, HUVEC, immunofluorescence imaging, single point | normalized: neutral wells 0, TNF-alpha wells 100 | activation, % at 7.58 µM | hit rate 0.37% among 260,000;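 active = mean E-selectin-positive cell signal at least 10% of the positive control, reached in at least 60% of replicates, without over 20% cell loss; inconclusive = no rule given, readout overlaps actives, possibly toxicity-flagged; inactive = the rest, including those meeting only one limit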;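 also: in these data hits start at about 27%; measured in HUVEC primary endothelial cells; signal is the percent of cells scored E-selectin positive by PE staining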
Target sequence (P16581 whole entry, looked up): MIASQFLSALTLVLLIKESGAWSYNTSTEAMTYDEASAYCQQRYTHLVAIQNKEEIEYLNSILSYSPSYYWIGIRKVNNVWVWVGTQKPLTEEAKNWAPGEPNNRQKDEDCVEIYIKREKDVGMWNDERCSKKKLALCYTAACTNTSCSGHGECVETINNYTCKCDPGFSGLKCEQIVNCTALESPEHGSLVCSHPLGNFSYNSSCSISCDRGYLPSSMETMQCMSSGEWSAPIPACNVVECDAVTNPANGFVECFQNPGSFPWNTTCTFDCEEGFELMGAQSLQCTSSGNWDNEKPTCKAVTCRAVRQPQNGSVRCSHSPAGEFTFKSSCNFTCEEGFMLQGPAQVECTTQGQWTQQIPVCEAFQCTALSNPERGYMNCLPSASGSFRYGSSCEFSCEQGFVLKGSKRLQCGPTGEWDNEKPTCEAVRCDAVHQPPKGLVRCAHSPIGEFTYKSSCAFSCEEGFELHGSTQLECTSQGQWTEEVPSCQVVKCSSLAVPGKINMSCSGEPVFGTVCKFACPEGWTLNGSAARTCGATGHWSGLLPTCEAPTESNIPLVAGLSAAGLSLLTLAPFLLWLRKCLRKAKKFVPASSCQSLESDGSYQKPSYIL
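System: HUVEC, human umbilical vein endothelial cells; quantity: 3,000 cells/well; buffer or medium: EGM-2 medium, gelatin-coated wells; dosing: single-point compound dose; detection: immunofluorescence imaging; evaluation: % PE-positive cells; benchmarks: TNF-alpha, DMSO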
S100A4 inh HTS: inhibitors of S100A4-myosin IIA peptide binding, primary screen, biochemical, fluorescence polarization, TAMRA-MyoIIA peptide; inhibition, % at 10.7 µM; hit rate 0.14% among 360,000; AID 652163, 2013;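 active = mean inhibition of at least 70% across replicates, with every replicate also reaching that level; inconclusive = mean inhibition reaches 70% but some replicates fall short; inactive = mean inhibition below 70%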
Target sequence (P26447 whole entry, looked up): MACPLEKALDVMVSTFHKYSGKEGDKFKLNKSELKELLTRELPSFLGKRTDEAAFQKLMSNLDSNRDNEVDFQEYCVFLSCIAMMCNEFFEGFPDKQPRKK
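Compound dosing: one dose per compound; test system: human S100A4 monomer with TAMRA-labelled myosin IIA peptide; probe or stimulus: TAMRA-labelled myosin IIA heavy-chain peptide probe, 5 nM; medium: HEPES buffer with Ca2+, pH 7.2; schedule: 5 min incubation before reading; benchmarks: neutral control DMSO, positive control TFP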
Starred values were filed as active, the others as inactive; ? = inconclusive; . = not tested or not shown; & = joins results of further samples; ! = not confirmed by another sample.

compound,S100A4 inh HTS,RAD54 inh,RAD52 inh,FN deposit inh,EWS-Fli inh,esBAF inh,E-sel inducer,XiGFP reactiv
COc1ccc(OC)c(CNC(=O)C(C)n2nc(C)c3c(C)n(-c4ccccc4)nc3c2=O)c1 (stereo not given),-1,-7,-11,-3,5,2,.,0.8
O=C(c1ccccc1F)N1CCCC(c2ccccc2)C1 (stereo not given),0,2,-5,8,8,.,.,0.0
COc1ccc(-c2cc(C)no2)cc1S(=O)(=O)NCCCN(C)Cc1ccccc1,7,-12,-1,10,1,-5,.,0.3
CCN(CC(N)=O)S(=O)(=O)c1ccc(Br)cc1,-5,0,2,.,3,-7,.,.
C[C@H](CO)N1C[C@H](C)[C@H](CN(C)C(=O)Nc2ccc(C(F)(F)F)cc2)Oc2ccc(NC(=O)C3CC3)cc2CC1=O,8,9,4,.,-8,-4,-0.3,0.1
COc1ccc(OC)c2sc(NNC(=O)C3COc4ccccc4O3)nc12 (stereo not given),-3,.,-10,16,21,.,8.0,-0.1
Cc1cc(C)n(-c2cccc(F)n2)n1,-4,.,-16,-5,0,.,0.3,0.0
CN(C)c1ccc(C(CN)c2c[nH]c3ccccc23)cc1 (stereo not given),-4,-8,84*,-11,-2,39*,11,0.1
CCCOc1ccc(F)cc1-c1cc(C(=O)Nc2cc(OC)ccc2OC)[nH]n1,-7,-8,-16,-4,8,-5,0.2,0.0
c1ccc(-c2ccc3nnnn3n2)cc1,12,.,-10,1,5,.,.,0.2
O=C1c2ccc([N+](=O)[O-])cc2S(=O)(=O)N1Cc1ccccc1,0,2,-11,-2,3,7,0.4,0.3
CCCc1cc2c(cc1NC(=O)c1ccco1)OCO2,2,.,-7,0,5,.,-2.1,0.5
COc1ccc(S(=O)(=O)N(C)C[C@H]2Oc3ccc(NC(=O)Nc4c(C)noc4C)cc3C(=O)N([C@H](C)CO)C[C@@H]2C)cc1,-6&3,2&6,0&-3,0,8&13,6&4,55*!,0.1&0.7
O=C(COc1ccc(Br)cc1)NCCNC(=O)c1ccccn1,5,17,-8,.,.,.,-0.7,0.0
C[C@@]12CCC[C@H](O1)[C@@H]([C@H](O)c1ccccc1)O2,1,2,-1,0,-14,-2,-0.3,0.2
CC(C)C(=O)N(c1cc2sc(=O)oc2c2ccccc12)S(=O)(=O)c1cccs1,-2,-5,-10,.,-28,3,.,.
CCCN1CCN(C(=O)Cn2cnc3sc(C)c(S(=O)(=O)N4CCC(C)CC4)c3c2=O)CC1,0,7,3,5,7,-3,.,0.1
COc1ccc(-c2ccc3c(c2)O[C@@H](CN(C)C(C)=O)[C@@H](C)CN([C@H](C)CO)S3(=O)=O)cc1,8,5,13,1,1,0,0.3,-0.6
CC(C)OCCCNC(=O)CN1C(=O)/C(=C/c2ccccc2F)Oc2ccccc21,7,-4,-8,-3,-10,-6,.,0.1
Cc1ccccc1-c1cnc2c(c1)C(=O)N([C@@H](C)CO)C[C@@H](C)[C@@H](CN(C)C(=O)c1ccc(F)cc1)O2,18,7,18,-7,-7,-5,-0.2,-1.0
C[C@H]1CCCCO[C@@H](CN(C)Cc2ccccc2)[C@@H](C)CN([C@@H](C)CO)C(=O)c2cc(NC(=O)Nc3cccc4ccccc34)ccc2O1,4,12,1,5,?,-7,.,0.1
CCOC(=O)[C@@H](NC(=O)/C=C/[C@H]1O[C@@H](n2cc(C)c(=O)[nH]c2=O)C[C@@H]1O)C(C)C,-1,4,5,8,9,-5,-0.1,0.0
NC(=O)CC1C(=O)N(c2ccccc2)C(=S)N1NC(=O)c1ccccc1 (stereo not given),-1,6,-11,.,-35,1,.,0.3
N#C[C@@H]1[C@@H](c2ccc(C3=CCCCC3)cc2)[C@@H](CO)N1S(=O)(=O)c1ccccc1,-10,0,-5,-2,6,-4,1.7,0.2
CCCCCCCCCCCCCCCC(=O)OC/C=C(C)/C=C/C=C(C)/C=C/C1=C(C)CCCC1(C)C,-3,-15,-12,.,1,-5,.,.
CCC(C)C(NS(=O)(=O)c1ccc(C)cc1)C(=O)Oc1ccc2c3c(c(=O)oc2c1)CCC3 (stereo not given),4,-5,-16,.,.,-4,.,.
CN(C)CC(=O)N[C@@H]1CC[C@@H](CCNS(=O)(=O)c2ccccc2)O[C@@H]1CO,-6&3,9,-12&-8,-4&3,6&-7,-3,0.3&-0.1,0.0&-0.1
C[C@H](CO)N1C[C@H](C)[C@H](CN(C)C(=O)Nc2ccc(F)cc2)OCCCC[C@H](C)Oc2ccc(NC(=O)Nc3cccc4ccccc34)cc2C1=O,-7,-3,8,-2,6,-3,0.1,-0.1
O=C(CN1CCN(C/C=C/c2ccccc2)CC1)NCc1ccccc1,-4,.,-8,-2,4,.,-0.2,0.0
O=C(Nc1nnc(-c2ccc3c(c2)CCCC3)o1)C1CCCCC1,-4,3,-13,-6,-62,7,-0.7,0.0
COc1ccc(CN(C)C[C@H]2Oc3c(NC(=O)Nc4ccccc4)cccc3C(=O)N([C@@H](C)CO)C[C@@H]2C)cc1,91*,-2,11,.,4,3,-0.2,-0.1
CCOc1ccc(NC(=S)NC(=O)c2cccnc2)c([N+](=O)[O-])c1,-2,4,9,2,-10,17,.,0.2
CC1CC(C)CN(C(=O)COC(=O)CNC(=O)C23CC4CC(CC(C4)C2)C3)C1 (stereo not given),0,8,0,2,-5,.,-3.1,-0.2
O=C(NCc1cccc(Cl)c1)N1CCN(S(=O)(=O)c2ccccc2F)CC1,-13,4,-12,-8,7,7,0.0,0.0
COc1ncccc1-c1cc2nc(NCCNC(C)=O)n(C)c(=O)c2s1,0,36,4,.,-5,6,-1.2,0.5
Cc1ccc([C@H]2C[C@]34CNS(=O)(=O)[C@H]3C[C@H]2O4)cc1,1,.,-5,-2,-8,.,.,-0.2
COC(=O)C1CN(C(=O)C(C)Oc2cccc(C)c2C)c2ccccc2O1 (stereo not given),-1,10,7,5,-5,-3,.,-0.1
CCCc1cc(=O)oc2cc(C)cc(OC(C)C(=O)NCCN3CCOCC3)c12 (stereo not given),-1,0,-12,1,1,2,2.9,0.2
c1ccc(Cn2nnnc2C(c2ccncc2)N2CCOCC2)cc1 (stereo not given),0,-5,-6,.,-12,-2,.,.
Cc1cc(S(=O)(=O)NCc2ccccc2)ccc1OCC(=O)N1CCCC1,4,-2,-15,4,.,4,-0.1,0.6
COCCN(C(=O)COC(=O)CSc1cc(C)ccc1C)c1c(N)n(Cc2ccccc2)c(=O)[nH]c1=O,2,6,-14,13,10,-6,0.0,0.3
CC(=O)c1ccn(S(=O)(=O)c2ccccc2)c1,1,1,-9,3,-20,.,-2.3,0.3
Cc1cccc(N2CCN(C(=O)Cn3nc(Cc4ccncc4)c4ccccc4c3=O)CC2)c1C,8,-5,-15,10,5,-3,-0.1,0.3
COc1ccc2c(CN3CCN(Cc4ccccc4)CC3)cc(=O)oc2c1,0,9,-3,-5,-1,-1,0.5,0.0
O=C1CCN(Cl)C(=O)N1Cl,-3,.,-11,-17,-4,.,0.0,-0.1
COc1ccccc1NC(=O)N[C@@H]1C=C[C@@H](CC(=O)N2CCC(Cc3ccccc3)CC2)O[C@H]1CO,7,-5,10,7,-10,4,-0.3,0.4
O=C(COc1ccccc1[N+](=O)[O-])OCCCOC(=O)COc1ccccc1[N+](=O)[O-],-4,-2,-13,-5,1,-15,-4.2,0.3
COc1ccc(/C=C/C(=O)NC(=S)N2CCN(c3ccccc3OC)CC2)cc1,7,.,-40,-4,-51,77*,.,0.0
COCC#Cc1ccc([C@H]2[C@@H](CO)N3CCCCN(S(=O)(=O)c4ccccc4C)C[C@H]23)cc1,-5,-4,37,.,9,.,-0.6,0.0
COc1ccc(C=O)cc1C1=CC(=O)C[C@H](c2ccc(Cl)cc2)C1,-1,-5,-15,10,3,-1,0.4,0.0

(cont.)
compound,S100A4 inh HTS,RAD54 inh,RAD52 inh,FN deposit inh,EWS-Fli inh,esBAF inh,E-sel inducer,XiGFP reactiv
O=[N+]([O-])c1ccc([N+](=O)[O-])c(Nc2ccc(N3CCOCC3)cc2)c1,5,.,-4,1,-6,.,1.1,0.5
CCc1ccc(S(=O)(=O)Nc2ccc(-c3ccc4nnc(C)n4n3)cc2)s1,6,4,-8,2,11,-8,-0.6,1.2
CCCCNC(=S)Nc1ccc2nc3n(c(=O)c2c1)CCCCC3,-2,-2,-10,-6,-23,.,-0.6,-0.1
COc1ccccc1S(=O)(=O)N[C@@H]1CC[C@H](CCNC(=O)C2CC2)O[C@@H]1CO,-55,1,6,-5,-3,15,0.2,-0.3
CC(C)CCNC(=O)C(C)N(C(=O)c1snc(C(N)=O)c1N)c1cnc2ccccc2c1 (stereo not given),-2,2,2,-4,11,6,.,0.3
CCCCCC(=O)Nc1nc(C)c(-c2csc(Nc3ccc(Cl)cc3)n2)s1,.,4,.,-6,2,-8,2.0,0.1
CN(C)C(CNC(=O)CCS(=O)(=O)c1ccccc1)c1ccccc1 (stereo not given),6,6,-7,5,17,-3,0.5,0.0
